# Source: PubChem BioAssay (several laboratories)
# MRP reversal = reversal of MRP1-mediated doxorubicin resistance, primary screen, H69AR cells, doxorubicin co-treatment; 85,000 tested, 0.04% active; H69AR cells + 2 uM doxorubicin, CellTiter-Glo, 72 h; differential viability (reversal), % at 10 µM;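 active = viability drop by adding the cancer drug above about 55%, with treated viability meeting a 40% cutoff, limit read from the data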;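 also: viability without doxorubicin minus viability with 2 µM doxorubicin for each compound; larger differential means the compound sensitizes cells more to doxorubicin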
# Bcl-B TR3 displacers = displacers of TR3 peptide from Bcl-B, primary screen, selectivity assay for Bfl-1 inhibitor project, biochemical, fluorescence polarization; 96,000 tested, 0.11% active; AID 748, 2007; FP displacement of FITC-TR3 peptide from Bcl-B; higher % means a stronger effect; one-dose displacement, % at 20 µM; IC50 in µM for titrated hits;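 active = displacement above 50% at 20 µM plus a fluorescence interference ratio under 1.5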;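 also: plate controls were wells without compound for no effect and wells lacking Bcl-B protein for full effect; a part of the inactive calls stands beside numbers as strong as those of hits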
# NFkB transloc pot = enhancers of NFkB p65 translocation in HUVEC – imaging, IL-1B stimulus, high-content imaging, primary screen. HUVEC IL-1B NFkB p65 nuclear translocation imaging. activation, % at 2 µM. 94,000 tested, 0.3% active;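 active = activation above 40%, about the mean plus 3 SD, also judged a hit on visual image review; inconclusive = activation above 40% but not a hit on visual review; inactive = activation not above 40% and no visual hit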;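 also: percent activation is computed from the nuclear over cytoplasmic p65 intensity ratio; values of inactives mirror those of a sister screen read the other way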
# PLAP inhibitors HTS = PLAP enzyme inhibitors, biochemical, luminescence, HTS (AID 690) | inhibition, % at 20 µM, or IC50 in µM where a hit was titrated | 96,000 tested, 0.08% active | purified PLAP, luminescent substrate; higher % means a stronger effect; in the data active = a potency from the dose series; inactive = the rest, 99 in 100 with inhibition below about 30%; also: strong numbers were not always called active
# NFkB transloc inh = inhibitors of IL-1B driven NFkB p65 nuclear import, primary screen, imaging, HUVEC, IL-1B stimulus, high-content imaging; inhibition, % at 2 µM; HUVEC IL-1B NFkB p65 nuclear translocation imaging; AID 796, 2007; 94,000 tested, 0.43% active;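 active = inhibition above about 30% together with a positive call from visual inspection of the well image, limit read from the data; inconclusive = inhibition above a set limit but visual check negative; inactive = inhibition not above a set limit, visual check negative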;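 also: nuclear over cytoplasmic p65 intensity ratio measured by imaging; 0% = IL-1B stimulated DMSO wells and 100% = unstimulated DMSO wells; values of inactives mirror those of a sister screen read the other way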
# MRP reversal cytotoxicity = further read-out of MRP reversal, marked with its call; viability, %; H69AR cells, CellTiter-Glo, 72 h; measured here: cytotoxicity without doxorubicin
# MRP reversal with doxorubicin = further read-out of MRP reversal, marked with its call; viability, %; measured here: viability with 2 uM doxorubicin; hits give low values
# NFkB transloc inh cell count 2 µM = also measured in NFkB transloc inh; calls as there; cell count; measured here: cells passing quality filter;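 raw number of nuclei counted in each imaged well without normalization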
# NFkB transloc pot cell count 2 µM = recorded beside NFkB transloc pot, whose call it bears; cell count; measured here: cells passing quality filter
# Active calls of the source: *; ? = inconclusive; . = not tested or not shown. An excerpt; rates above refer to the full screens.
SMILES	MRP reversal	MRP reversal cytotoxicity	MRP reversal with doxorubicin	Bcl-B TR3 displacers	NFkB transloc pot	NFkB transloc pot cell count 2 µM	PLAP inhibitors HTS	NFkB transloc inh	NFkB transloc inh cell count 2 µM
O=C(CN1CCCCC1)Nc1nnc(-c2ccc([N+](=O)[O-])cc2)s1	-20	89	109	12%	4	76	-21%	-4	76
Cc1cc(C)c2c(n1)nn1c(NCCCn3ccnc3)cc(C)nc21	-7	78	85	1%	.	.	-147%	.	.
CCc1ccc2[nH]cc(C(=O)N3CCCCCC3)c(=O)c2c1	.	.	.	-5%	-1	170	-4%	1	170
COc1ccnc(Nc2cccc(C)c2)c1C#N	.	.	.	1%	1	168	1%	-1	168
CCNC(=O)COC(=O)/C=C/c1ccccc1[N+](=O)[O-]	.	.	.	2%	31	172	-20%	-31	172
O=C(CN1C(=O)/C(=C/c2ccccc2)SC1=S)Nc1ncc(Cc2ccccc2)s1	.	.	.	-21%	9	144	-17%	-9	144
CCN(CC)C(=O)CSc1nnc(CNc2ccc(F)cc2)n1Cc1ccco1	13	93	79	-10%	13	76	-26%	-13	76
N#Cc1ccccc1CSc1nc(N2CCCCC2)nc(N2CCCCC2)n1	.	.	.	-6%	-3	185	31%	3	185

# Fetched by compound from the entries so far (6):
SMILES	MRP reversal	MRP reversal cytotoxicity	MRP reversal with doxorubicin	Bcl-B TR3 displacers	NFkB transloc pot	NFkB transloc pot cell count 2 µM	PLAP inhibitors HTS	NFkB transloc inh	NFkB transloc inh cell count 2 µM
CCN(CC)C(=O)CSc1nnc(CNc2ccc(F)cc2)n1Cc1ccco1	13	93	79	-10%	13	76	-26%	-13	76
CCNC(=O)COC(=O)/C=C/c1ccccc1[N+](=O)[O-]	.	.	.	2%	31	172	-20%	-31	172
O=C(CN1CCCCC1)Nc1nnc(-c2ccc([N+](=O)[O-])cc2)s1	-20	89	109	12%	4	76	-21%	-4	76
CCc1ccc2[nH]cc(C(=O)N3CCCCCC3)c(=O)c2c1	.	.	.	-5%	-1	170	-4%	1	170
Cc1cc(C)c2c(n1)nn1c(NCCCn3ccnc3)cc(C)nc21	-7	78	85	1%	.	.	-147%	.	.
O=C(CN1C(=O)/C(=C/c2ccccc2)SC1=S)Nc1ncc(Cc2ccccc2)s1	.	.	.	-21%	9	144	-17%	-9	144

# The list goes on:
SMILES	MRP reversal	MRP reversal cytotoxicity	MRP reversal with doxorubicin	Bcl-B TR3 displacers	NFkB transloc pot	NFkB transloc pot cell count 2 µM	PLAP inhibitors HTS	NFkB transloc inh	NFkB transloc inh cell count 2 µM
O=C1c2cccc3c(Cl)ccc(c23)C(=O)N1O	-15	50	65	7%	11	93	8%	-12	93
CC1CCN(C(=O)c2ccc(C(=O)N3CCC(C)CC3)cc2)CC1	9	98	88	.	-8	92	.	8	92
COc1ccccc1CNS(=O)(=O)c1c(C)noc1C	-14	98	112	-12%	36	144	1%	-36	144
O=C(Nc1cccc(OC(=O)c2cccnc2)c1)c1cccnc1	2	90	88	-4%	2	162	-13%	-2	162
COC(=O)c1c(NC(=O)Nc2ccc(Cl)cc2)sc(C)c1C	-14	75	89	-12%	1	164	18%	-1	164
O=Nc1c(O)n(Cc2ccc(Cl)c(Cl)c2)c2ccccc12	.	.	.	10%	12	183	-5%	-12	183
COc1ccc(OC)c2[nH]c(=O)c(CCNC(C)=O)cc12	6	103	98	1%	.	.	2%	.	.
COc1ccc(OCc2ccc(C(=O)NN)cc2)cc1	.	.	.	-12%	1	188	3%	-1	188
CCCC1C(C#N)=C(N)Oc2n[nH]c(C(C)(C)C)c21 (configuration not stated)	-4	86	89	-2%	.	.	-40%	.	.
CCc1nnc(NC(=O)c2c(O)c3cccc4c3n(c2=O)CC4)s1	0	2	1	-8%	.	.	1%	.	.
Cc1cc(=O)[nH]c(-n2nc(C)c(Oc3ccccc3O)c2C)n1	-14	66	81	2%	-16	111	-31%	16	111
CCn1cc([N+](=O)[O-])c(C(=O)Nc2ccn(Cc3ccccc3F)n2)n1	.	.	.	11%	-10	164	14%	10	164
O=C(Nc1ccc(Cl)cc1C(=O)N1CCOCC1)c1ccco1	-9	100	109	5%	36	127	-13%	-36	127
O=C(c1ccco1)c1cn[nH]c1-c1ccc(Cl)cc1O	-2	97	100	3%	-6	100	-187%	6	100
CCCCOc1ccc(/C(O)=C2/C(=O)C(=O)N(CCCOC)C2c2ccncc2)cc1 (configuration not stated)	-4	94	99	2%	.	.	-6%	.	.
CCOC(=O)c1ccc(N2C(=O)c3n[nH]c(C)c3C2c2ccc(OC)cc2)cc1 (configuration not stated)	12	93	81	8%	4	171	-160%	-4	171
CN1C(=O)c2ccccc2N(C)C1c1cccs1 (configuration not stated)	16	102	86	-6%	0	185	4%	0	185
Cc1cc(C(=O)OCC(=O)N2C(C)CCCC2C)c(C)o1 (configuration not stated)	-25	70	95	-4%	4	69	.	-4	69
COc1ccc2[nH]c(=O)c(CN(C(=O)C3CCCO3)c3cccc(C)c3)cc2c1 (configuration not stated)	8	84	77	4%	.	.	10%	.	.
Cc1ccc(S(=O)(=O)N2CCOCC2)cc1C(=O)N1C(=O)c2cccc(N)c2C1=O	-9	94	103	16%	-5	133	-7%	5	133
CC(C)(C)c1ccc(-c2nnc3sc(-c4ccccn4)nn23)cc1	-13	75	88	25%	-7	152	-54%	7	152
COc1ccc(N2C(=O)CCC2=O)cc1	18	104	86	-8%	-3	107	9%	3	107
O=C(CSc1nc2ccccc2c(=O)[nH]1)N1CCCCC1	13	89	76	-5%	-6	170	-4%	6	170
COC(=O)c1ccc(CSc2nc3c(cnn3-c3ccc(Cl)cc3)c(=O)[nH]2)o1	1	83	82	-18%	15	108	-72%	-15	108
COC(=O)NCC(C)OC(=O)Nc1cccc(Cl)c1 (configuration not stated)	-7	81	88	-3%	1	75	-18%	-1	75
O=c1[nH]c2ccccc2n1C1CCCCC1	.	.	.	6%	24	178	10%	-24	178
CC1=Nc2ccccc2N=C(NC(=O)CSc2nnnn2-c2ccccc2)C1c1ccccc1 (configuration not stated)	-1	69	70	-9%	-9	140	6%	9	140
O=C(NCCCn1ccnc1)c1cn(Cc2ccc(F)cc2)nn1	11	97	86	-3%	4	223	11%	-4	223
COc1c(F)c(F)c(C(=O)O)c(Nc2ccc(C)cc2)c1F	1	103	102	-2%	-7	112	8%	7	112
CCCCOc1cccc(C(=O)Nc2ccc(N3CCN(CC)CC3)cc2)c1	-9	43	52	6%	.	.	-50%	.	.
CCn1c(SCC(=O)C(C)(C)C)nnc1-c1cccnc1	-1	89	90	1%	14	196	-11%	-14	196
CCOC(=O)CN(C(=O)CNC(=O)c1ccco1)C(C(=O)NC1CCCCC1)c1cccs1 (configuration not stated)	27	110	83	.	-3	88	.	3	88
O=C(Nc1ccc(Cl)cc1)C1=Cc2ccccc2OC1	-3	72	76	-4%	-1	148	5%	1	148
COc1cccc(OC)c1NC(=O)Cc1nn(C)c(=O)c2ccccc12	-1	88	88	3%	-8	104	2%	8	104
NC(=O)c1ccc[n+](CC(=O)OCCC23CC4CC(CC(C4)C2)C3)c1	.	.	.	7%	.	.	-3%	.	.
CCC1(CC)C(=O)NN(c2ccccc2)C1=O	-10	94	104	.	9	110	.	-9	110
O=C(N/N=C/C(Br)=C\c1ccccc1)c1n[nH]c2c1CCC2	-4	5	9	-10%	-4	68	-49%	4	68
CCCCn1ccnc1C(=O)c1cc(S(=O)(=O)N2CCOCC2)ccc1C	10	86	76	-2%	-55	169	-51%	55*	169*
CCc1c(C(=O)N2CCOCC2)csc1C	2	97	95	-11%	-98	11	-5%	98*	11*
CCCOc1ccc(-c2nc(C#N)c(N3CCC(C(N)=O)CC3)o2)cc1	6	91	85	-12%	-12	155	11%	12	155
COc1ccccc1-c1cc2nc(C)c(CCC(=O)NC(C)CCc3ccco3)c(C)n2n1 (configuration not stated)	3	94	90	7%	4	167	-60%	-4	167
CC1=CC(=C2C(=O)c3ccccc3C2=O)C=C(C)N1Cc1ccco1	-15	48	62	-20%	-3	139	2%	3	139
CCC(=O)Nc1ccc(C(=O)c2ccccc2)cc1	17	95	78	0%	6	123	0%	-6	123
Cc1ccc(S(=O)(=O)C(C#N)c2nc3ccccc3nc2N2CCCC2)cc1C (configuration not stated)	12	96	85	31%	17	165	-37%	-17	165
CCn1c(COc2ccc(C)cc2)nnc1SCC(=O)C(C)(C)C	-1	98	99	5%	?	.	-62%	-43	183
O=C(CSc1ccccc1)Nc1cccnc1	.	.	.	-9%	20	169	-7%	-20	169
COCCSc1nc2c(c(=O)[nH]c(=O)n2C)n1CCC(C)C	-9	70	80	-12%	-10	147	16%	10	147
c1coc(-c2nnc(-c3cccs3)o2)c1	-1	90	92	-4%	-7	132	3%	7	132
Cc1csc(SCc2nnc(-c3ccc(Cl)cc3)o2)n1	12	84	72	-13%	2	155	21%	-2	155
O=C(O)c1cccc(Nc2nc(N3CCOCC3)nc(N3CCOCC3)n2)c1	-4	89	93	-1%	5	150	15%	-5	150
O=C1c2ccccc2-c2onc3ccc(NCc4ccco4)c1c23	-16	34	50	110%	.	.	20%	.	.
Clc1ccc(-c2nn3c(-c4ccccn4)nnc3s2)c(Cl)c1	-7	68	76	5%	.	.	4%	.	.
c1csc(C2Nc3cccc4cccc(c34)N2)c1	.	.	.	0%	10	129	17%	-10	129
CN(Cc1nc2ccccc2n1C)S(C)(=O)=O	-4	92	96	-4%	4	147	11%	-4	147
O=C(c1ccc(Cl)cc1)C1CCN(C(=O)NC2CCCCC2)CC1	-3	92	94	-2%	-10	125	-5%	10	125
Cc1c(CC(C)C)nc(N)c(C#N)c1-c1ccccc1	-30	24	54	-8%	8	157	19%	-8	157

# The list continues.
SMILES	MRP reversal	MRP reversal cytotoxicity	MRP reversal with doxorubicin	Bcl-B TR3 displacers	NFkB transloc pot	NFkB transloc pot cell count 2 µM	PLAP inhibitors HTS	NFkB transloc inh	NFkB transloc inh cell count 2 µM
O=C(COc1ncnc2ccccc12)c1ccc2c(c1)OCCO2	2	94	92	6%	28	151	-11%	-28	151
Cc1cccc(CC2CC(=O)N(c3ccccc3)C2=O)c1 (configuration not stated)	1	90	89	-4%	-2	119	-8%	2	119
CN(C)S(=O)(=O)N1CCC(c2ccc(F)cc2)C(COc2ccc3c(c2)OCO3)C1 (configuration not stated)	20	89	70	-5%	5	94	-57%	-4	94
CCC(C)n1c(=O)c(C(=O)Nc2ccccc2S(N)(=O)=O)c(O)c2ccccc21 (configuration not stated)	-5	27	31	-5%	.	.	-28%	.	.
CCc1nc2ccccc2n1CC(O)COc1ccc(NC(C)=O)cc1 (configuration not stated)	15	96	82	.	26	119	.	-26	119
CC(CN1CCOCC1)OC(=O)c1cccc(Br)c1 (configuration not stated)	-5	107	112	11%	11	157	19%	-11	157
Cc1ccc(-c2nn3c(C)nnc3s2)cc1NC(=O)c1cccs1	-4	66	70	-9%	-3	104	-31%	3	104
CCN(CC)C(=O)c1ccccc1NS(=O)(=O)c1ccc(C)cc1	9	110	101	9%	9	158	-63%	-9	158
Clc1ccc2c(c1)C1OCCC1C(c1ccco1)N2 (configuration not stated)	1	70	69	2%	1	107	6%	-1	107
CCc1c(C)nc2c(C#N)c[nH]n2c1=O	-9	102	111	-9%	8	112	-10%	-8	112
O=C(O)/C=C\C(=O)Nc1ccc(Oc2ccccc2)cc1	.	.	.	5%	0	124	-6%	0	124
Cc1cccc2c(C(=O)O)c3c(nc12)CCCCC3	.	.	.	-3%	-1	172	2%	1	172
COc1ccc2sc3ccccc3c(=O)c2c1OC	.	.	.	10%	-11	101	-9%	11	101
